Source: PubChem BioAssay (Small Molecule Screening Facility, UW Madison)
RMI FANCM FP – disruptors of RMI1/RMI2 association with MM2 peptide – biochemical, fluorescence polarization, human, primary screen. RMI core complex with F-MM2 peptide; active compounds read low. 70,000 compounds, 0.58% hits. AID 1159607, 2016. FP signal (polarization) at 33 µM; in the data active = FP signal below about 40; also: inactives centre near 61; strong numbers were not always called active; unit not given here
* marks the source's active call; other numbers are inactive results; & = joins results of further samples.

SMILES	RMI FANCM FP
FC(F)(F)c1cc(NC(=S)NCCCN2CCOCC2)cc(C(F)(F)F)c1	57
CC(C)(C)C(=O)N1CCc2ccc(NC(=O)c3cccs3)cc21	65
CC(=O)c1ccc(NC(=O)Cn2cnc3c(sc4cccc(F)c43)c2=O)cc1	141
O=C(Nc1ccccn1)C1CCCN(c2ccc(-c3ccccc3)nn2)C1 (stereo not drawn)	61
CCOc1ccc(-c2cn3c(CC(=O)NCc4cccnc4)csc3n2)cc1	60
NC(CSc1ccc(Cl)cc1)=NS(=O)(=O)c1ccc(Cl)cc1	53
Cc1ccccc1Cn1cnc2c(cnn2CCNC(=O)c2ccc(F)cc2)c1=O	70
Cc1cc(C)cc(NC(=O)CN2CCC(C(=O)Nc3ccc(OC(F)(F)F)cc3)CC2)c1	56
CN1CCN(C(CNS(=O)(=O)c2ccc(-c3ccccc3)cc2)c2ccsc2)CC1 (stereo not drawn)	64
CNC(=S)N/N=C\c1ccc(OC)c(OC)c1	54
CCOC(=O)c1cc(C#N)c(C)nc1N(CC)CC	57&55
N#CC(Nc1ccc(C(F)(F)F)cc1)c1ccccc1 (stereo not drawn)	55
C/C(=N/NC(=O)c1cc(C)[nH]n1)c1ccc([N+](=O)[O-])cc1	59
CCOC(=O)C(C)Sc1nnc(-c2cn(C)nc2OC)n1C (stereo not drawn)	66
CN(C)CCCN(C(=O)c1cc2cc([N+](=O)[O-])ccc2s1)c1nc2cc3c(cc2s1)OCCO3	191
Cn1c(SCC(=O)NCC2CCCO2)ncc(C(=O)Nc2ccc(Cl)cc2)c1=O (stereo not drawn)	82
C=CCN1C(=O)C(C)(C)COc2ccc(NS(=O)(=O)c3ccc(C(C)(C)C)cc3)cc21	65
CC(C)(C)NC(=O)Cn1nc(-c2ccccc2)c2sc(N3CCCC3)nc2c1=O	62
O=C(NCCCN1CCN(c2ccccc2)CC1)C(=O)NCc1ccc(Cl)cc1	64
C=CCn1c(SCCCN2C(=O)c3cccc4cccc(c34)C2=O)nnc1-c1cccs1	52
COc1cccc(C(=O)NCCN2CCn3cc(OC)c(=O)cc3C2=O)c1	61
CN1CCN(C(C#N)c2ccc3c(c2)CCN3C)CC1 (stereo not drawn)	71
CC(C)c1c(Br)c(=O)oc2c3c4c(cc12)CCCN4CCC3	-18
COc1ccc(-c2csc(SCC(=O)Nc3cccc(C(F)(F)F)c3)n2)cc1	72
CC1CCc2c(sc(NC(=O)CN3C(=O)c4ccccc4C3=O)c2-c2nc3ccccc3s2)C1 (stereo not drawn)	76

Two of the compounds above, as a markdown table.
| smiles | RMI FANCM FP |
| --- | --- |
| COc1ccc(-c2csc(SCC(=O)Nc3cccc(C(F)(F)F)c3)n2)cc1 | 72 |
| CC1CCc2c(sc(NC(=O)CN3C(=O)c4ccccc4C3=O)c2-c2nc3ccccc3s2)C1 (stereo not drawn) | 76 |

Back to the main list; the 4 compounds before the break are reprinted first.
SMILES	RMI FANCM FP
CN1CCN(C(C#N)c2ccc3c(c2)CCN3C)CC1 (stereo not drawn)	71
CC(C)c1c(Br)c(=O)oc2c3c4c(cc12)CCCN4CCC3	-18
COc1ccc(-c2csc(SCC(=O)Nc3cccc(C(F)(F)F)c3)n2)cc1	72
CC1CCc2c(sc(NC(=O)CN3C(=O)c4ccccc4C3=O)c2-c2nc3ccccc3s2)C1 (stereo not drawn)	76
CCOC(=O)c1nn(-c2ccc(C)cc2)c(=O)cc1N1CCC(C(=O)OC)CC1	57
Cc1ccccc1-c1noc(Cn2nc(-c3ccccc3F)ccc2=O)n1	110
O=C(CSc1nnc(NC(=O)Cc2ccc(F)cc2)s1)NCC1CCCO1 (stereo not drawn)	58
COc1ccc(Cl)cc1NC(=O)Cn1c(C2CC2)nc2c(cnn2-c2ccccc2)c1=O	65
Cc1nn(CC#N)c(=O)c2c1cnn2-c1ccc(F)cc1	57
O=C(NC(=S)Nc1ncccn1)c1ccccc1Cl	59
CCCCCOc1ccc(CN2C(=O)C(=O)c3cc(C)ccc32)cc1OC	57
O=C(Cc1csc(NC(=O)C2CCC(=O)N2)n1)NCCC1=CCCCC1 (stereo not drawn)	64
CC(C)(C)c1ccc(S(=O)(=O)NCc2ccc(C(=O)N3CCCCCC3)cc2)cc1	74
COc1cccc(CSc2nc(C)c(CC(=O)Nc3cccc(Cl)c3C)c(=O)[nH]2)c1	74
COc1cc(Cl)c(C)cc1-n1ccn(CC#N)c(=O)c1=O	49
O=C(c1ccc(F)cc1)N1CCN(c2nnnn2-c2ccccc2)CC1	76
COc1ccccc1NC(=O)N1CCN(c2ccc3nnc(-c4ccco4)n3n2)CC1	65
CCOC(=O)c1cc(Sc2cccc(OC)c2)cc(C(=O)OCC)n1	59
CCC(=O)c1ccc(OCC(O)CN2CCOCC2)cc1 (stereo not drawn)	56
O=C(NCC1COC2(CCCC2)O1)C(=O)NC1CC1 (stereo not drawn)	53
CN(C)CCCN(C(=O)c1ccc(C(=O)c2ccccc2)cc1)c1nc2cc3c(cc2s1)OCCO3	136
COCCN1CCC(CNS(=O)(=O)c2c(C)cc(C)cc2C)CC1	73
CNc1ncnc(Sc2ccc(Cl)cc2)c1[N+](=O)[O-]	52
O=C(Cc1cccc2ccccc12)N(Cc1cccnc1)c1nc2ccc(Cl)cc2s1	136
O=C(NNC(=O)c1ccc(=O)n(Cc2ccc(Cl)cc2)c1)c1cccc(Cl)c1	59
CCOC(=O)c1sc(=NC(=O)c2cc(C)no2)n(C)c1C	67
CCOc1ccc(-c2cc3c(SCc4ccc(Cl)cc4)nccn3n2)cc1	83
CCOC(=O)[C@H](CCc1ccccc1)N[C@@H](C)C(=O)N1C(C(=O)O)C[C@@H]2CCC[C@@H]21 (stereo partly drawn)	51
COC(=O)c1ccc(CSCCN)o1	54
Other results follow:
SMILES	RMI FANCM FP
O=C(CN1C(=O)N/C(=C\c2ccc(Cl)cc2)C1=O)Nc1ccccc1C(F)(F)F	61
CCCn1c(O)c(N=NC(=O)c2cc(Br)ccc2O)c2ccccc21	55
COc1ccc(OC)c(NC(=O)c2cc(=O)c(OC)cn2C)c1	62
CC(=O)Nc1ccc(NC(=O)C(=O)NCC(c2ccc3c(c2)CCCN3C)N(C)C)cc1 (stereo not drawn)	60
COc1ccc(-c2csc3c(=O)n(Cc4ccccc4F)cnc23)cc1	66
CN(C)/C=c1\s/c(=C/C(=O)c2cccs2)[nH]c1=O	186
COc1ccc(C(=O)O/C(=C/c2nccn2C(=O)c2ccc(OC)cc2)c2ccc(OC)cc2)cc1	63
Cn1ncc2c(N/N=C\c3ccc(Cl)cc3)ncnc21	58
CC1CN(c2ccc(NC(=S)NN)cc2)CC(C)O1 (stereo not drawn)	50&53
CC(C)C(=O)Nc1nnc(SCc2cccc(F)c2)s1	53
O=S(=O)(NCCOc1ccc2c(c1)OCO2)c1cccc(Cl)c1Cl	60
COc1cccc(C(=O)Nc2ccc(-c3ccc4nnc(-c5cccs5)n4n3)cc2)c1	79
O=[N+]([O-])c1ccc(C23CC4CC(CC(Br)(C4)C2)C3)cc1	55
CCOc1ccc(-c2ccc(=O)n(CCNC(=O)c3ccc(S(=O)(=O)N(C)C)cc3)n2)cc1	58
CCOc1ccc(CC(=O)Nc2nc3c(s2)C(=O)CC(C)(C)C3)cc1	68
CCN1C(=O)C(C)(C)COc2ccc(NS(=O)(=O)c3ccc(Cl)cc3)cc21	64
CCOC(=O)N1CCc2c(sc(NC(=O)c3ccc(-c4nc5ccccc5s4)s3)c2C(N)=O)C1	77
O=S(=O)(NCCOc1ccc2c(c1)OCO2)c1cccs1	60
COc1ccc(S(=O)(=O)NCCn2ncccc2=O)cc1F	65
CS(=O)(=O)N1CCCC1C(=O)Nc1nc(-c2cc(Cl)sc2Cl)cs1 (stereo not drawn)	64
COc1ccc(CCNC(=O)c2ccc(CNS(=O)(=O)c3cc(C)ccc3C)cc2)cc1OC	74
COc1cc2c(cc1OC)C(COc1ccc(F)cc1)N(C(=O)Cc1cccc3ccccc13)CC2 (stereo not drawn)	59
O=C(CC1(O)C(=O)N(CN2CCOCC2)c2ccc(Br)cc21)c1cccc([N+](=O)[O-])c1 (stereo not drawn)	51
COc1ccccc1NS(=O)(=O)c1cc(N)ccc1N1CCCCC1	56
O=C(Cn1cnc2c(cnn2C2CCS(=O)(=O)C2)c1=O)Nc1ccc(OC(F)(F)F)cc1 (stereo not drawn)	64

Some of these compounds in order of the RMI FANCM FP value, low to high.
SMILES	RMI FANCM FP
COc1cc2c(cc1OC)C(COc1ccc(F)cc1)N(C(=O)Cc1cccc3ccccc13)CC2 (stereo not drawn)	59
CC(C)(C)NC(=O)Cn1nc(-c2ccccc2)c2sc(N3CCCC3)nc2c1=O	62
CC(=O)c1ccc(NC(=O)Cn2cnc3c(sc4cccc(F)c43)c2=O)cc1	141

(continued)
SMILES	RMI FANCM FP
COc1ccc(-c2ccc(/C=N\NC(=O)CCc3ccc(O)cc3)s2)cc1	67
Cc1nc(N)sc1C(=O)NN	60
O=C(CSC(F)(F)C(F)(F)C(F)(F)F)N1CCOCC1	61
Cc1cccnc1NC(=O)c1c[nH]c2c(C(F)(F)F)cccc2c1=O	66
Cc1ccnc(SCCCNC(=O)Nc2nccs2)n1	54
O=C(NCCc1ccc(N2CCCC2)cc1)C(=O)Nc1ccc(F)c(Cl)c1	76
CCOc1coc(C(=O)Nc2cc(C)ccc2OC)cc1=O	62
O=C(CSc1nc2c(sc(=S)n2-c2ccc(Cl)cc2)c(=O)[nH]1)NC1CCCC1	64
COc1ccc(-c2cc3c(=O)[nH]nc(SCC(=O)Nc4ccc(C)c(Cl)c4)n3n2)cc1	142
COc1cccc(CCNC(=O)C2CCc3sc(NC(=O)c4ccc(C)cc4)nc32)c1 (stereo not drawn)	60
COC(=O)CSCCS(=O)(=O)c1ccc(Cl)cc1	56
O=C(NCCn1ncc2c(=O)n(Cc3cccc([N+](=O)[O-])c3)cnc21)c1ccco1	67
NC(=O)C1CCN(C(=O)CCc2nc3sc4c(c3c(=O)[nH]2)CCCCC4)CC1	42
COc1ccccc1OCC(=O)Nc1nnc(Cc2ccccc2)o1	63
O=S(=O)(c1ccc(Cl)s1)N1CCN(c2ccc(-c3ccc(F)cc3)nn2)CC1	97
O=C(N=C1SC2CS(=O)(=O)CC2N1c1ccc(Cl)cc1)c1ccccc1 (stereo not drawn)	95
O=C(CN1C(=O)c2ccccc2C1=O)OCC(=O)c1ccc(-c2ccccc2)cc1	61
CC(C)Oc1ccc(C=NCCNc2nccc(C(F)(F)F)n2)cc1	56
Cc1cc(NC(=O)C2COc3ccccc3O2)on1 (stereo not drawn)	69
COc1cccc2cc(C(=O)C3=C(O)C(=O)N(CCCN(C)C)C3c3cccs3)oc12 (stereo not drawn)	64
COc1ccc(Br)cc1/C=C(\NC(=O)c1cc(OC)c(OC)c(OC)c1)C(=O)N1CC2CC(C1)c1cccc(=O)n1C2 (stereo not drawn)	57
O=c1c2cc(-n3cccc3)ccc2oc2ncccc12	56
CCC(CC)C(=O)Nc1nnc(SCc2cc(=O)c(OC(=O)c3ccc(S(=O)(=O)N(CC)CC)cc3)co2)s1	53
O=C(CCN1C(=O)/C(=C/c2cccc(Cl)c2)SC1=S)NC(CO)Cc1ccccc1 (stereo not drawn)	80
CC(=O)c1ccc(C2CC2(Cl)Cl)cc1 (stereo not drawn)	55

Part of the list above in order of molecular weight, low to high.
SMILES	RMI FANCM FP
COC(=O)CSCCS(=O)(=O)c1ccc(Cl)cc1	56
CC(C)Oc1ccc(C=NCCNc2nccc(C(F)(F)F)n2)cc1	56
O=C(NCCn1ncc2c(=O)n(Cc3cccc([N+](=O)[O-])c3)cnc21)c1ccco1	67

New compounds follow.
SMILES	RMI FANCM FP
CC(=O)Oc1ccccc1C(=O)Oc1ccccc1C(=O)O	59&53
Cc1ccc(C)c(S(=O)(=O)n2cccn2)c1	63
COc1cccc(Nc2nc(=O)[nH]nc2C)c1	61
Cn1cnc([N+](=O)[O-])c1Sc1ccccc1C(=O)O	56
CCN(CC)CCNC(=O)NC(=O)c1ccc(Cl)cc1	65
Cc1cc(OC(=O)c2ccccc2I)c([N+](=O)[O-])c(=O)[nH]1	57
CCOc1cccc2cc(-c3csc(NC(=O)C4=COCCO4)n3)oc12	63
O=C1C=C(Nc2ccccc2)C(=O)N1c1ccccc1	51&49&58
O=C(NCCN1CCN(c2ccccc2)CC1)C(=O)Nc1ccc2c(c1)OCO2	64
CC(C)(C)NC(=O)Nc1nnc(SCc2cccc([N+](=O)[O-])c2)s1	55
O=C(Cn1cnc2c(sc3cccc(F)c32)c1=O)Nc1ccccc1C(F)(F)F	120
COC(=O)c1sccc1S(=O)(=O)NCc1ccc(S(N)(=O)=O)cc1	56
O=C(NCCC1=CCCCC1)C(=O)NCC1CCN(Cc2cccs2)CC1	74
O=C(NCCCl)NCc1nnnn1-c1ccc(F)cc1	57
CCOc1ccc(S(=O)(=O)N2CCCN(S(=O)(=O)c3ccc(OCC)c(C)c3C)CC2)c(C)c1C	61
Cn1cc(SCC(=O)NCc2ccco2)c2ccccc21	60
CCOC(=O)N1CCN(c2cc(=O)n(C)c(=O)n2C)CC1	34
CC(=O)NC(CCS(C)(=O)=O)C(=O)Nc1ccc(-c2nc3ccc(C)cc3s2)cc1 (stereo not drawn)	62
COc1ccc(-n2nc3c(c2NC(=O)C(=O)NCc2ccco2)CSC3)cc1	54
COc1c(N2C[C@@H]3CCCN[C@@H]3C2)c(F)cc2c(=O)c(C(=O)O)cn(C3CC3)c12	64
CCOc1ccccc1C(=O)NCC1CCN(Cc2cccs2)CC1	73
Cc1cc(/C(N)=N\OC(=O)c2cccs2)c(-c2ccccc2)o1	58
CC(=O)Nc1cccc(NC(=O)C(=O)NCCCc2ccccc2)c1	56
Cc1csc(NC(=O)C2CCN(c3ccc(-c4cccs4)nn3)CC2)n1	62
O=C(CCC(=O)NNC(=O)c1ccc(F)cc1)NNC(=O)c1ccc(F)cc1	54
COc1cc(OC)cc(C(=O)NCCSc2c[nH]c3ccccc23)c1	60
Oc1ccc(-c2onc3ccc(Cl)cc23)cc1	15

Only part of the results is shown; rates above refer to the full screens.
